Source: PubChem
LAP4-GFP MLPCN = yeast TOR pathway LAP4-GFP modulation; S. cerevisiae LAP4-GFP multiplex, flow cytometry GFP, 3 h; median GFP as percent of DMSO wells; GFP response vs DMSO, % at 10 µM; hit rate 0.34% among 320,000; AID 2023;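 active = GFP response vs DMSO above a set limit, about the screen mean plus 3 SD, cut at about 150% in these data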
AHR activator = activators of human aryl hydrocarbon receptor; P35869; AHR-responsive luciferase reporter cells, luminescence; activation, % at 5 µM; hit rate 2.5% among 320,000; AID 2796; in the data active = activation above about 47%;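 also: 0% = vehicle wells and 100% = reference agonist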
proCasp3 act = procaspase-3 (human) activation; P42574; recombinant procaspase-3 D3A, Ac-DEVD-pNA absorbance 405 nm; activation, % at 8.5 µM; hit rate 0.11% among 330,000;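 active = activation above the mean of all tested compounds plus 3 SD, cut at about 21% in these data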;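 also: 0% = DMSO alone and 100% = DMSO wells spiked with extra 5 µM PC-3 D3A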
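Assay system: Autoprocessing-dead procaspase-3 D3A mutant enzyme; also added: Ac-DEVD-pNA; doses: one concentration, 8.5 µM nominal, 0.8% DMSO; times: 1 h compound preincubation, 2 h substrate hydrolysis at 25 °C; technique: 405 nm absorbance of p-nitroaniline, reads at 0 and 120 min; measure: % activation between DMSO and enzyme-spiked controls; repeats: single replicate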
RPL19A TOR yeast = yeast TOR pathway RPL19A-GFP modulation; S. cerevisiae RPL19A-GFP strain, flow cytometry, 3 h; stronger effect = lower value; hit rate 0.3% among 330,000; percent response vs DMSO, % at 10 µM; AID 2025;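 active = percent response vs DMSO below 50%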;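 also: median channel GFP fluorescence of the barcoded RPL19A-GFP strain; ratio of sample median GFP to plate DMSO average so 100% = DMSO; lower means less RPL19A-GFP as with rapamycin TOR inhibition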
MEP2-GFP yeast = yeast TOR pathway MEP2-GFP modulation; hit rate 0.51% among 330,000; S. cerevisiae MEP2-GFP strain, flow cytometry GFP, 3 h; 100% = DMSO control level; AID 2016; GFP response vs DMSO, % at 10 µM;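 active = GFP response versus DMSO above a set limit, roughly screen mean plus 3 SD, cut at about 180% in these data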;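 also: median GFP fluorescence of the barcode-gated MEP2-GFP cells per well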
EBNA-1 inh = blocks EBNA-1 binding to DNA | AID 1950 | EBNA-1 DNA binding, fluorescence polarization | hit rate 0.34% among 300,000 | inhibition, % at 14.8 µM; in the data active = inhibition above about 28%
ZTA counter = blocks Epstein-Barr virus ZTA, an EBNA-1 counter-screen | P03206 | ZTA-DNA binding, fluorescence polarization | inhibition, % at 11 µM | hit rate 0.15% among 320,000 | AID 2234; in the data active = inhibition above about 33%
procasp7 counter = counter-screen: procaspase-7 (human) activation | hit rate 0.093% among 330,000 | recombinant procaspase-7, Ac-DEVD-pNA absorbance 405 nm; D23A/D198A/D206A triple mutant, cannot self-cleave; scale: DMSO 0, 5 µM enzyme 100 | P55210 | activation, % at 8.5 µM;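 active = percent activation above the screen-wide mean plus 3 SD, cut at about 25% in these data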
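signal = Epi-absorbance of released pNA at 405 nm, two timepoints | assay system = Uncleavable procaspase-7 mutant enzyme | reagent = Ac-DEVD-pNA substrate, 400 µM as added | times = 1 h enzyme–compound preincubation and 2 h substrate reaction, both 25 °C | benchmarks = low DMSO alone, high DMSO plus 5 µM PC-7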
Active calls of the source: *; nt = no result given; [ ] = dose if it differs, or a comment.

SMILES	LAP4-GFP MLPCN	AHR activator	proCasp3 act	RPL19A TOR yeast	MEP2-GFP yeast	EBNA-1 inh	ZTA counter	procasp7 counter
COc1cc(S(=O)(=O)NC2CCCC2)c(OC)cc1C	75	0	6	93	94	-1	-11	-7
Cc1cccc(N2CCN(C3CCCCC3NS(=O)(=O)c3ccccc3)CC2C)c1 (stereo not given)	103	4	5	105	98	5	-2	7
O=C(O)C1C(c2ccccc2)C(C(=O)N2CCOCC2)C1c1ccccc1 (stereo not given)	100	4	-7	101	101	-12	10	4
CCN1CCN(C(=O)c2ccc3c(c2)N(Cc2ccc(F)cc2)C(=O)c2ccccc2S3=O)CC1 (stereo not given)	101	2	11	98	99	4	1	9
Cc1ccc(S(=O)(=O)N2C(=O)c3cccc4cccc2c34)cc1	93	5	0	101	101	-1	1	0
C=CCn1c(-c2ccccc2)nc(=S)c2c1CC(C)(C)OC2	98	2	-9	99	113	4	0	-12
Cc1cc(NS(=O)(=O)c2ccc(NC(=S)NC(=O)c3ccccc3)cc2)no1	98	-1	-7	101	102	-8	2	-4
Cc1ccc(-c2nn(CCC(=O)NCC3CCCO3)c(=O)c3ccccc23)cc1 (stereo not given)	99	2	2	99	99	8	3	24
Cc1ccc(C2C(C#N)=C(N)N(N(C)C)C3=C2C(=O)CCC3)cc1 (stereo not given)	92	1	-5	104	104	9	11	-9
CC12CCC(C(=O)NC3CCCC3)(CC1=O)C2(C)C (stereo not given)	95	6	4	94	98	-2	15	3
Cc1sc2ncnc(N[C@@H](CCC(=O)O)C(=O)O)c2c1C	98	1	10	100	100	-3	2	10
O=C(c1cccc(S(=O)(=O)N2CCCCCC2)c1)N1CCN(c2ccccc2F)CC1	98[may fluoresce green]	1	-5	105[may fluoresce green]	106[may fluoresce green]	-5	-8	7
O=C(O)c1cccc2cccnc12	103	-2	-4	105	104	1	17	2
C[C@H](CO)N1C[C@H](C)[C@@H](CN(C)C(=O)Nc2ccc(C(F)(F)F)cc2)Oc2c(NC(=O)Nc3ccccc3)cccc2C1=O	101	2	-2	96	91	nt	nt	17
COc1ccccc1NS(=O)(=O)c1ccc(OC)c([N+](=O)[O-])c1	99	-1	0	97	100	5	17	0
CCC(=O)Nc1cccc(NC(=O)c2ccc3c(c2)OCO3)c1	107	39	-9	100	98	1	-7	4
CCCCOc1ccc(Cl)cc1CSc1n[nH]c(C)n1	95	5	12	nt	98	9	-2	9
O=C(CCN1C(=O)c2ccccc2C1=O)Nc1cccc(S(=O)(=O)NC2=NCCC2)c1	93	-2	-10	97	92	-4	-18	10
Cc1cc(NC(=O)CSc2nc3ccccc3c(=O)n2CCCC(=O)NCc2ccco2)n[nH]1	83	-3	0	92	92	-4	-2	-13
Cc1ccc2c(c1)-c1c(ssc1=S)C(C)(C)N2C(=O)CN1C(=O)c2ccccc2C1=O	89	12	-2	90	96	7	-2	1
C=CCn1c(O)c(N=Nc2ccccc2C)c2ccccc21	115	36	-7	94	105	4	-31	-7
CC(=O)C(C(C)=O)c1cc(NS(=O)(=O)c2ccccc2)ccc1NS(=O)(=O)c1ccccc1	99	-1	1	99	96	-1	4	6
COc1ccc(/C=N\NC(=O)CC(=O)Nc2cccc(Cl)c2)cc1OC	106	4	8	104	104	10	-1	2
CC1(C(=O)Nc2ccc3ccccc3c2)CC1(Br)Br (stereo not given)	108	28	7	111	101	6	6	-1
Cc1ccc(Sc2ccc(CO)cc2[N+](=O)[O-])cc1	103	-1	-2	102	90	3	16	7
The results go on.
SMILES	LAP4-GFP MLPCN	AHR activator	proCasp3 act	RPL19A TOR yeast	MEP2-GFP yeast	EBNA-1 inh	ZTA counter	procasp7 counter
Cc1ccc(S(=O)(=O)Nc2ccc(C(N)=O)cc2)cc1[N+](=O)[O-]	98	-2	6	101	106	5	2	3
O=C(O)CNC(=O)c1ccc(NC(=O)/C(=C/c2ccccc2)NC(=O)c2ccccc2)cc1	83	0	-2	91	91	6	-10	1
NNC(=O)c1ccc(CSc2nc3ccccc3s2)cc1	109	23	0	96	97	11	2	3
Cc1ccc(C(=O)C2C(c3cccs3)NC(=O)NC2(O)C(F)(F)F)cc1 (stereo not given)	100	2	-10	104	107	-5	-2	-1
CS(=O)(=O)N1CCC(C(=O)NCc2ccc(F)cc2Cl)CC1	88	0	-4	98	92	6	11	7
COc1ccc(CCNC(=O)c2nc(-c3cccs3)no2)cc1OC	99	11	8	107	109	6	6	4
Cc1cccc(NC(=O)CCc2nc3sc4c(c3c(=O)[nH]2)CCCC4)n1	91	9	-4	87	92	-12	-11	-5
Cc1cc(C)cc(OCC(=O)NNC(=O)c2ccccn2)c1	92	-2	11	91	96	nt	1	6
Cc1ccc(C(=O)NCC(=O)N2CCCCCCC2)cc1	92	4	-3	89	96	nt	-13	12
COc1ccc(CCNC(=O)c2cc3c(=O)n4ccccc4nc3n(C3CCCCC3)c2=N)cc1	104	0	-13	107	111	-16	9	-20
Cc1ccc(CN2CCSc3ccc(C(=O)NCc4ccco4)cc32)cc1	89	4	4	102	93	-3	-7	-3
Nc1c(-c2ccccc2)cnn1-c1cccc([N+](=O)[O-])c1	110	-11	-11	101	107	-5	4	-1
CCCCOC(=O)n1c(=O)oc2ccc(S(=O)(=O)N3CCCCC3)cc21	109	1	-2	103	95	6	10	-1
O=C1CC(c2ccco2)CC2=C1C=Nc1ccccc1N2 (stereo not given)	107	-8	1	103	99	-1	-8	-13
CC(C)c1ccc(NC(=O)C2CCN(S(=O)(=O)c3ccc4c(c3)C(C)(C)C(=O)N4C)CC2)cc1	97	1	13	101	100	5	8	-5
C[C@@H](NC(=O)c1nc[nH]c1C(=O)NCCCCCNC(=O)OC(C)(C)C)c1ccccc1	107	0	-1	106	105	nt	nt	-5
CC(=O)Nc1ccc(S(=O)(=O)Nn2cnnc2)cc1	116	1	-2	104	117	-6	-24	-5
O=C(CCc1ccc(Oc2cc([N+](=O)[O-])cc([N+](=O)[O-])c2)cc1)N1CCCCCC1	103	-1	5	106	103	5	-1	0
O=c1cc(CSc2n[nH]c(=O)n2C2CC2)c2ccc(O)cc2o1	114	0	-3	103	108	2	8	3
O=C(Nc1cccc(C(=O)N2CCOCC2)c1)c1ccccc1Br	95	1	3	103	106	-4	-3	-2
CN(CC(=O)Nc1cccc(F)c1)C(=O)c1ccc(-n2cncn2)c([N+](=O)[O-])c1	98	2	2	89	93	0	4	3
Cc1nc([N+](=O)[O-])cn1CC(O)c1ccc(Cl)cc1 (stereo not given)	108	7	1	102	93	4	-5	4
COc1ccc(OC)c(/C=N/NC2=NS(=O)(=O)c3ccccc32)c1	100	1	12	112	108	-7	-5	9
COc1ccc2c(c1)c(C(C)=O)c(C)n2C	99	-2	0	108	102	10	10	9
COc1ccc(-c2nnc(SCC(=O)/C(C#N)=C(\C)N)o2)cc1	95	22	5	96	95	7	-3	1
Carrying on.
SMILES	LAP4-GFP MLPCN	AHR activator	proCasp3 act	RPL19A TOR yeast	MEP2-GFP yeast	EBNA-1 inh	ZTA counter	procasp7 counter
CCOC(=O)C1CNc2cc(S(=O)(=O)CC)ccc2O1 (stereo not given)	98	2	2	100	100	3	-20	-2
Cc1ccnc(NS(=O)(=O)c2ccc(NC(=O)CN3C(=O)c4ccccc4S3(=O)=O)cc2)n1	107	-1	5	99	104	6	7	2
Cc1nnn(C23CC4CC(CC(CC(=O)Nc5ccc(C)c(Cl)c5)(C4)C2)C3)n1	99	30	8	106	110	20	-5	7
CCSc1nnc(Nc2ccc(C)cc2)s1	113	7	-1	104	105	8	-9	-8
O=C(NCc1ccncc1)C12CC3CC(CC(C3)C1)C2	93	3	6	92	100	9	8	3
O=C(O)c1ccc(-c2ccccc2)[nH]c1=O	102	1	0	114	114	-6	7	0
CCn1c(C)nc2cc(C(=O)NNC(=S)NC(=O)c3ccccc3)ccc21	97	1	-19	98	63	-3	-5	-19
CCCCNC(=O)CS(=O)Cc1nc(-c2cccc(Cl)c2)oc1C (stereo not given)	107	1	-15	97	99	-4	16	-5
Cc1nc2ccccc2n1Cc1ccc(Cl)cc1	103	-6	-16	96	88	-7	6	-3
O=C(OCn1ncc(Cl)c(Cl)c1=O)c1ccc(F)cc1	122	0	-4	93	93	-9	-1	0
O=C(Cn1cnc2ccccc2c1=O)Nc1nc2ccccc2s1	95	8	4	101	98	45*	5	8
O=C(O)c1cccc(NC(=O)c2ccccc2NC(=O)c2ccco2)c1	106	0	0	102	103	1	14	-6
Cc1ccc(CCC(=O)Nc2ccc(S(N)(=O)=O)cc2)o1	103	2	-1	98	105	6	0	-3
COc1cc(NC(=S)Nc2cccc(Cl)c2Cl)c(OC)cc1Cl	88	26	-18	88	86	-6	6	-14
O=C(CC1C(=O)NCCN1Cc1ccc(-c2ccccc2)cc1)NCCOc1cccnc1 (stereo not given)	96	1	8	102	101	5	12	10
Cc1cccc(-c2nnc(SCC(=O)Nc3nc4c(s3)CCCC4)n2C)c1	102	15	-3	98	108	2	-18	-10
COc1cccc(S(=O)(=O)Nc2cccc(C(=O)N3CCOCC3)c2)c1	102	8	5	106	99	1	0	-6
COc1ccc(NC(=S)N2CCN(CCN3C(=O)c4cccc5cccc(c45)C3=O)CC2)cc1	120	97*	2	102	117	9	25	-9
CS(=O)(=O)N(CC(=O)N1CCc2ccccc2C1)c1ccccc1F	115	0	0	98	101	3	-16	2
Cc1ccc(S(=O)(=O)c2c(N)n(NC(=O)c3ccco3)c3nc4ccccc4nc23)cc1	103	1	-8	101	107	6	20	-12
CNc1nc(N)nc(OC(C(F)(F)F)C(F)(F)F)n1	96	10	2	98	100	-7	18	4
CCc1ccc(N2C(=O)CC(N3CCN(c4ccccn4)CC3)C2=O)cc1 (stereo not given)	106	3	-12	100	103	3	9	-10
COC(=O)c1ccc(/C=N/NC(=O)c2ccc3nc[nH]c3c2)cc1	92	1	-6	97	93	-10	5	4
CCn1cc([N+](=O)[O-])nc1C	92	3	4	103	106	-3	3	3
CCOC(=O)C(=O)N1c2ccccc2C(N(C(=O)C(=O)OCC)c2ccccc2)CC1C (stereo not given)	104	0	11	95	92	5	-10	10
CN(C)C(=C(C#N)C#N)N1CCN(c2ccc(Cl)cc2)CC1	115	68*	2	109	107	5	-7	1
CCN(C[C@H]1N[C@@](C)(C(=O)OC)[C@H]2C(=O)N(C)C(=O)[C@@H]12)C(=O)COC	106	-2	7	105	106	nt	nt	-3
O=C(Nc1cccc(O)c1)c1ccccc1	99	-1	5	98	100	13	9	10
CC(=O)c1ccc(OCCCC(=O)NCCc2ccccc2)cc1	93	3	1	100	96	-3	-4	-6

A stretch from further up:
SMILES	LAP4-GFP MLPCN	AHR activator	proCasp3 act	RPL19A TOR yeast	MEP2-GFP yeast	EBNA-1 inh	ZTA counter	procasp7 counter
Cc1ccnc(NS(=O)(=O)c2ccc(NC(=O)CN3C(=O)c4ccccc4S3(=O)=O)cc2)n1	107	-1	5	99	104	6	7	2
Cc1nnn(C23CC4CC(CC(CC(=O)Nc5ccc(C)c(Cl)c5)(C4)C2)C3)n1	99	30	8	106	110	20	-5	7
CCSc1nnc(Nc2ccc(C)cc2)s1	113	7	-1	104	105	8	-9	-8
O=C(NCc1ccncc1)C12CC3CC(CC(C3)C1)C2	93	3	6	92	100	9	8	3

Some of these compounds in order of SMILES length, lowest first:
SMILES	LAP4-GFP MLPCN	AHR activator	proCasp3 act	RPL19A TOR yeast	MEP2-GFP yeast	EBNA-1 inh	ZTA counter	procasp7 counter
O=C(O)c1ccc(-c2ccccc2)[nH]c1=O	102	1	0	114	114	-6	7	0
O=C(NCc1ccncc1)C12CC3CC(CC(C3)C1)C2	93	3	6	92	100	9	8	3
Cc1ccc(S(=O)(=O)N2C(=O)c3cccc4cccc2c34)cc1	93	5	0	101	101	-1	1	0
O=C(CCN1C(=O)c2ccccc2C1=O)Nc1cccc(S(=O)(=O)NC2=NCCC2)c1	93	-2	-10	97	92	-4	-18	10
